High-throughput results from PubChem BioAssay.
HT1080 IDH1KD tx: toxicity to HT-1080 IDH1 knockdown cells (counter line); Potency, µM (highest dose often 46.1 µM), without a hit: at the highest dose activity, negative = toxicity, hits mostly cytotoxic; hit rate 2% among 360,000; HT-1080 IDH1 knockdown viability, ATP luminescence, 48 h;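 also: potency is read from the fitted curve at half-maximal effect; 0% = DMSO wells and -100% = cell-free medium wells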
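In this qHTS, HT-1080 cells depleted of IDH1 are exposed for 48 h at 37 °C to compound titrations. Toxicity is scored from CellTiter-Glo luminescence, with DMSO as full viability and medium alone as none.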
HT1080NT lethal: kills 2HG-producing HT-1080-NT fibrosarcoma cells | HT-1080-NT fibrosarcoma viability, CellTiter-Glo ATP luminescence, 48 h | Potency, µM (titrated, usually from 46.1 µM), for inactives: top-dose activity, negative = less viability, usual class: cytotoxic | hit rate 1.6% among 360,000 | AID 686970;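 also: NT is the 2HG producing partner of a matched IDH1 knockdown line; potency is read from the fitted curve at half-maximal effect; 0% = DMSO-treated cells and -100% = media-only wells without cells; nearly all actives have a fitted effect of over 55% in size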
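HT-1080-NT fibrosarcoma cells (2HG-overproducing), 750 cells/well in RPMI with 5% FBS, dosed after 2 h and incubated 48 h at 37C. CellTiter-Glo luminescence normalized to DMSO and no-cell wells; concentration-response curves fitted and classed.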
IL1B secr inh: inflammasome signaling inhibition, IL-1 beta readout; THP-1 LPS/ATP IL-1B secretion, AlphaLISA, 16 h; hits give low values; activity change, % at 57.5 µM; hit rate 4.7% among 360,000; AID 743279; in the data active = activity change below about -50%; inconclusive = mostly about -30% to -49%; also: % is scaled to controls: 0 for no effect and ±100 for the full control effect
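Secreted IL-1B measured by AlphaLISA bead assay after 16 h compound exposure of THP-1 cells; compounds (final up to 57.5 uM) added 1 h before LPS (250 ng/mL) and ATP (1.25 mM) stimulation; lower signal means less secretion.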
KB-3-1 cytotox: KB-3-1 parental cell cytotoxicity; hit rate 1.4% among 400,000; KB-3-1 viability, CellTiter-Glo ATP luminescence, 72 h; AID 1347075; Potency, µM (titrated, usually from 46.1 µM), for the others: at the top dose activity change, negative = cytotoxic, actives largely listed as cytotoxic; also: potency is read from the fitted curve at half-maximal effect; % is scaled to controls: 0 for no effect and ±100 for the full control effect; nearly all actives have a fitted effect of over 60% in size
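72 h, 37 °C compound treatment of KB-3-1 parental cells; CellTiter-Glo added, 10 min, luminescence read. Data corrected against DMSO-only plates and normalized before curve fitting.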
D3 ag: agonists of human D3 dopamine receptor; P35462; AID 652048; hit rate 0.58% among 410,000; max activation, %; D3R DiscoveRx beta-arrestin cells, luminescence, 90 min; in the data active = max activation above about 30%; also: 0% is about no effect; mostly tested at two doses, the higher about 12 µM
Target sequence (P35462 whole entry, looked up): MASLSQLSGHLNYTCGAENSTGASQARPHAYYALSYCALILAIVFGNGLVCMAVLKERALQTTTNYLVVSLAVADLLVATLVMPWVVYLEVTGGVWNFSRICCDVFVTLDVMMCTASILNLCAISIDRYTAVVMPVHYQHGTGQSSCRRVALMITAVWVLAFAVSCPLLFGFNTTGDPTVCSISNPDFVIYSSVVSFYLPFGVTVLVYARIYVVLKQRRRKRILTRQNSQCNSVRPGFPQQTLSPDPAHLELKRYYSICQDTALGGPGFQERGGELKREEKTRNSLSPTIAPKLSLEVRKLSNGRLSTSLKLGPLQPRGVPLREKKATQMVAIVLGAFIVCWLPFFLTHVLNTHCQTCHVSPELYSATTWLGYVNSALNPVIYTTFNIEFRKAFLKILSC
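Cells at 1500/well, incubated overnight, then treated with pinned compounds (dopamine as control) for 90 min at 37 degrees C. DiscoveRx reagent added for 30 - 60 minutes at room temperature; luminescence read.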
SW480 rereplic: inducers of DNA re-replication in SW480 colon cancer cells | SW480 DNA re-replication, Hoechst DNA content imaging, 48 h | Potency, µM (titrated, usually from 46.1 µM), for inactives: at the highest dose re-replication activation, usual class: activators | hit rate 1.8% among 340,000; also: potency is read from the fitted curve at half-maximal effect; % of control where 0% means no effect; nearly all actives have a fitted effect of over 55% in size
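Per well, 250 cells were exposed to pinned compound for 48 hr. Nuclear DNA was visualised with Hoechst (40 min, 37 C) and total object intensity recorded by fluorescence scanning.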
MCF10A rerep: inducers of DNA re-replication in MCF 10A breast cells | hit rate 2.9% among 350,000 | MCF 10A DNA re-replication, Hoechst nuclear intensity, 48 h | Potency, µM (highest dose often 46.1 µM), inactives show top-dose activity, positive = re-replication, most hits filed as activators; also: potency is read from the fitted curve at half-maximal effect; % of control where 0% means no effect; nearly all actives have a fitted effect of over 50% in size
KB-V1 MDR tox: KB-V1 MDR subline cytotoxicity | KB-V1 MDR cells viability, CellTiter-Glo, 72 h | Potency, µM (titrated, usually from 46.1 µM), for the others: at the highest dose activity change, negative = cytotoxicity, usual class: cytotoxic | hit rate 3.4% among 400,000 | AID 1347076; also: potency is read from the fitted curve at half-maximal effect; % is scaled to controls: 0 for no effect and ±100 for the full control effect; nearly all actives have a fitted effect of over 60% in size
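Cytotoxicity toward P-gp-expressing KB-V1 cells was determined as loss of CellTiter-Glo luminescence after 72 h at 37 degrees C. Compounds were tested in quantitative HTS format across a concentration range, with curves fitted to normalized data.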
HEK293 tox: cytotoxicity counter-screen for GLP-1 receptor inverse agonists; HEK293 cAMP-luciferase reporter cells, luminescence, 24 h; Potency, µM (top dose mostly 38.3 µM), for inactives: at the top dose activity change, negative = inhibition, most hits filed as inhibitors; hit rate 0.13% among 410,000;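 also: loss of luciferase light is scored as toxicity; potency is read from the fitted curve at half-maximal effect; % is scaled to controls: 0 for no effect and ±100 for the full control effect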
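Seeding density was 200 cells/uL; after overnight-length (12 h) culture, 23 nL compounds went on for 24 h at 37 °C. Readout used a luciferase detection reagent, luminescence taken after 12 min at room temperature.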
* hit, by the source's call; ? = inconclusive; . = no result given; & = joins results of further samples; [ ] = dose if it differs, or a comment. Unless noted, calls follow the shape of the dose curve; as a rule, active = well fitted curve in the direction sought with a large enough effect; inconclusive = small, poorly fitted or top-dose-only effect, or another doubt; inactive = no such curve, though single readings can be large; an effect the other way counts as inactive or inconclusive. Outcome played no part in choosing rows. About 11% of those tested had a hit in this group.

SMILES	HT1080 IDH1KD tx	HT1080NT lethal	IL1B secr inh	KB-3-1 cytotox	D3 ag	SW480 rereplic	MCF10A rerep	KB-V1 MDR tox	HEK293 tox
CC1Cc2ccccc2N1C1=CC(=O)CC(C)(C)C1 (stereo unspecified)	18%	29%	-1	19%	1	2%	-8%	-3%	14%
CC12CCC(=O)N1C(C(=O)NNC(=O)COc1ccccc1Cl)CS2 (stereo unspecified)	8%	-2%	-3	16%	-9	-15%	-1%	0%	-1%
COc1ccc2sc(NC(C)=O)nc2c1	-1%	-1%	-22	-6%	-1	-22%	2%	20%	5%
CCC(CC)C(=O)N(C)c1c(C)nc2c(OCCOc3ccc(F)cc3)cccn12	?	-28%	-15	0%	14	.	.	0%	-6%
O=C(OCC(=O)N1CCC(Cc2ccccc2)CC1)c1ccc(O)cc1	-21%	-10%	-15	-3%	-3	.	.	-3%	-6%
O=C(NCc1ccccc1)c1cc2ccc(O)cc2oc1=O	-9%	-2%	12	-18%	1	7.3µM*	16µM*	3%	355%[activator]
Cc1c(C(=O)O)sc2nc3n(c(=O)c12)CCCCC3	6%	3%	17	7%	-3	-8%	2%	1%	-7%
COc1ccc(C(CCN(Cc2ccc(OC)c(OC)c2)C(C)=O)c2ccccc2)cc1 (stereo unspecified)	-45%	-19%	?	-6%	2	-154%[inhibitor]	?	-13%	-7%
CC(=O)NS(=O)(=O)c1ccc(NC(=O)CCc2ccccc2)cc1	19%	7%	3	0%	5	-4%	0%	-2%	-4%
COCCNC(=O)c1ccc2c(c1)CCN2S(C)(=O)=O	10%	-1%	27	17%	15	-2%	-3%	?	2%
O=C(c1ccc(S(=O)(=O)Cc2ccccc2F)c([N+](=O)[O-])c1)N1CCCCCC1	?	-21%	-79*	-3%	-5	23%	-5%	?	12%
COc1cccc(-n2cnc3cccc(N)c32)c1	21%	-3%	24	-7%	0	?	19%	?	-2%
COCCNC(=O)COC(=O)c1ccc(OCC(=O)Nc2ccccc2OC)c(OC)c1	-9%	-3%	-13	-17%	1	?	14%	8%	4%
CCCc1nn2c(=O)cc(CSCC(=O)Nc3cccc(C)c3)nc2s1	5%	-1%	20	?	-2	5%	-2%	-56%	-24%
CCCSc1nnc(Sc2nnnn2-c2ccccc2)s1	23µM*	16µM*	-62*	5.2µM*	-5	6.5µM*	?	13µM*	?
Cc1cc(Cl)c(OCCCNCc2ccccc2)c(Br)c1	-24%	-22%	?	?	-11	2%	2%	?	4%
COc1ccc(N2CCN(C(=O)c3cc(C)oc3C)CC2)cc1	10%	21%	0	-16%	-1	?	2%	-10%	-26%
Cn1c(CCc2ccc(N)cc2)nc2ccccc21	1%	-7%	-7	-16%	-7	2%	-8%	0%	1%
Cc1ccc(/C=N/NC(=O)CCCOc2ccc(Cl)cc2Cl)cc1	15µM*	15µM*	-77*	?	2	?	15µM*	?	-30%
CC(C)Oc1cccc(C(=O)C2CCCN(Cc3cccn3-c3cccnc3)C2)c1 (stereo unspecified)	-13%	-14%	?	0%	-1	1%	0%	0%	-9%
C=C1CCC[C@]2(C)C[C@H]3OC(=O)C(CN(Cc4ccc(OC)c(OC)c4)CC(C)O)[C@H]3CC12 (stereo partly specified)	?	?	-98*	13%	-1	?	-13%	-2%	-17%
CN1CCN(c2ccc(CNS(=O)(=O)Cc3cccc(C(F)(F)F)c3)cc2)CC1	-22%	18µM*	0	?	-13	-5%	18%	?	3%
CS(=O)(=O)c1ccc(Cl)c(NC(=O)C2CC(=O)N(Cc3ccccc3)C2)c1 (stereo unspecified)	1%	-2%	-15	-3%	-4	-3%	4%	2%	-28%
Cc1ccc(CNC(=O)CSc2nc3n[nH]c(C)c3c(=N)n2-c2cccc(C)c2)cc1	?	?	7	?	-4&-1	13%	?	-27%	-23%&-26%
O=C1CCC(C(=O)Nc2cccc(Oc3ccccc3)c2)=NN1	8%	4%	-19	18%	-4	3%	-4%	-16%	-8%

Later entries
SMILES	HT1080 IDH1KD tx	HT1080NT lethal	IL1B secr inh	KB-3-1 cytotox	D3 ag	SW480 rereplic	MCF10A rerep	KB-V1 MDR tox	HEK293 tox
Cc1ccc(NC(=O)c2cc(S(=O)(=O)NCCc3ccc(Cl)cc3)ccc2F)cc1	.	.	.	?	-2	.	.	?	-14%
CC(NC(=S)Nc1ccc(OC(F)F)cc1)c1ccc(F)cc1 (stereo unspecified)	5%	2%	1	-13%	1	3%	3%	-8%	?
Clc1ccc(CNCCCSc2ncccn2)cc1	?	?	-16	10%	-20	-6%	-1%	9%	-3%
CCCC(=O)C1=C(O)C(C(=O)OC)C(C)(C)CC1=NCc1ccccc1 (stereo unspecified)	-10%	-13%	-3	-4%	-3	-3%	-5%	?	0%
CCN(CC)C(=O)[C@H]1CC(CC(=O)NCc2ccco2)C(=O)N2CCc3c([nH]c4ccc(OC)cc34)[C@]12C (stereo partly specified)	-1%	0%	-5	0%	6	3%	-1%	-2%	7%
CCOC(=O)c1cc(OC(=O)c2ccccc2OC)n(-c2ccccc2)n1	-7%	0%	9	4%&3%	2&3	0%	67%	-4%&-2%	-13%&3%
O=S(=O)(c1ccc(Cl)cc1)N1CCN(Cc2cccnc2)CC1	-6%	4%	4	-2%	5	-7%	7%	?	-4%
Cc1ccccc1N1Cc2ccccc2C1	11%	11%	5	0%	1	3%	-1%	2%	-14%
O=S(=O)(NCC(c1cccnc1)N1CCN(c2ccc(F)cc2)CC1)c1ccccc1 (stereo unspecified)	-6%	3%	9	-2%	-1	-6%	3%	?	-20%
Cc1ccc(NC(=O)c2cccc3c2-c2ccccc2C3=O)cc1C	-12%	-14%	50	-3%	-1	-7%	11%	-23%	-19%
CCCCOC(=O)C1C2C=CC3(CN(CCc4ccccc4)C(=O)C13)O2 (stereo unspecified)	6%	6%	-10	1%	2	-2%	-1%	9%	-21%
COCCn1c(SCC(=O)Nc2nnc(C)s2)nnc1-c1cc2ccccc2cc1O	1%	3%	5	14%	-2	-4%	1%	4%	2%
Cc1cc(C)c2cc(C#N)c(SCC(=O)Nc3cc(C)on3)nc2c1	28%	?	13	0%	2	-4%	-1%	-4%	-4%
Cc1cc(/C(=N/O)C(C)(C)NO)ccc1Cl	0%	0%	0	6%	7	-9%	0%	-2%	6%
CC(C)(C)OC(=O)N1CCCC(C(=O)Nc2cccc(C(=O)NCCCCc3ccccc3)c2)C1 (stereo unspecified)	-14%	-3%	-3	-6%	8	?	-9%	?	2%
CCN1N=C(c2cc(Cl)sc2Cl)CSC1=O	-11%	-3%	48	1%	7	9%	8%	-28%	21%
Cc1ccccc1NC1=NC2(CCCC2)N=C(N)N1	0%	2%	-4	?	-4	-6%	?	?	-7%
Cc1cccc(N2CCN(CC(=O)Nc3ccccc3[N+](=O)[O-])CC2)c1C	6%	-6%	36	0%	9	-2%	17%	?	7%
CCCc1c(OCCCCc2nn[nH]n2)ccc(C(C)=O)c1O	-17%	-3%	24	0%	6&1	-22%&-5%	?	2%	3%
O=C(Oc1ccc(N(Cc2cccs2)C2=NS(=O)(=O)c3ccccc32)cc1)c1ccccc1F	11%	15%	5	5%	1	-19%	-1%	-3%	1%
O=C(NCc1ccc2c(c1)OCO2)c1cccc(S(=O)(=O)N2CCOCC2)c1	1%	5%[9.24 µM]	0	3%	25	1%	-3%	14%	-5%
C[C@@H]1CCC[C@]2(O[C@H](CCO)C[C@@H](O)[C@@H]2O)O1	8%	9%	0	9%	6	-1%	?	5%	-33%
CN(C)N=Nc1ccc(S(N)(=O)=O)cc1	-1%	22%	23	7%	17	-10%	-33%[inhibitor]	-21%	-15%
CN1C(=O)C(O)(CC(=O)c2cccnc2)c2ccccc21 (stereo unspecified)	4%	4%	16	1%	-2	-4%	?	-2%	0%
CCOC(=O)NC1(C(F)(F)F)C(=O)N(Cc2ccccn2)C2=C1C(=O)CC(C)(C)C2 (stereo unspecified)	2%	-5%	2	-2%	-4	-4%	-2%	11%	8%

(further entries)
SMILES	HT1080 IDH1KD tx	HT1080NT lethal	IL1B secr inh	KB-3-1 cytotox	D3 ag	SW480 rereplic	MCF10A rerep	KB-V1 MDR tox	HEK293 tox
Cc1[nH]c(=O)[nH]c(=O)c1NC(=O)c1sc2nc3c(C)cccc3cc2c1N	-5%	-2%	-1	?	-3	2%	0%	0%	0%
Cc1ccc(Oc2cc(NN3CCCCC3)c([N+](=O)[O-])cc2[N+](=O)[O-])c(Cl)c1	9%	7%	6	0%	4	-1%	6%	-1%	-18%
O=C(Nc1cccc(S(=O)(=O)N2CCCCC2)c1)C1CC1	-2%	2%	12	5%	-1	-4%	-5%	23%	-32%
O=C(NN=Cc1ccc(F)cc1)C1CC1	3%	-3%	-1	-4%	6	-7%	6%	23%	-5%
CCSC(C)CC1C/C(=N/O)c2c(C)noc2C1 (stereo unspecified)	-1%	9%	0	4%	0	-1%	-3%	?	2%
CC(Oc1ccccc1)C(=O)Nc1ccc(C(=O)OCc2cc(=O)n3ccsc3n2)cc1 (stereo unspecified)	.	.	.	-14%	3	.	.	0%	-8%
CCc1ccc(OCC(=O)Nc2ccc(S(=O)(=O)N3CCCC3)cc2)c(Br)c1	?	-2%[9.24 µM]	0	7%	-1	1%	13%	-1%	-28%

Entries of single compounds, quoted from the list. Order of screens: HT1080 IDH1KD tx	HT1080NT lethal	IL1B secr inh	KB-3-1 cytotox	D3 ag	SW480 rereplic	MCF10A rerep	KB-V1 MDR tox	HEK293 tox
Listed for O=C(Nc1cccc(S(=O)(=O)N2CCCCC2)c1)C1CC1 = -2%	2%	12	5%	-1	-4%	-5%	23%	-32%
Listed for CC(Oc1ccccc1)C(=O)Nc1ccc(C(=O)OCc2cc(=O)n3ccsc3n2)cc1 (stereo unspecified) = .	.	.	-14%	3	.	.	0%	-8%
Listed for Cc1ccc(Oc2cc(NN3CCCCC3)c([N+](=O)[O-])cc2[N+](=O)[O-])c(Cl)c1 = 9%	7%	6	0%	4	-1%	6%	-1%	-18%
